Source: PubChem
p53ts 39C tox = p53ts cell cytotoxicity, nonpermissive temperature | H1299-p53A138V viability at 39C, ATP luminescence, 24 h | Potency, µM (series often up to 46.1 µM), inactives show at the top dose activity change, negative = cell killing, hits mostly cytotoxic | hit rate 1.5% among 130,000 | AID 902; active = well fitted cell-killing curve with a large enough effect; inconclusive = small, poorly fitted or top-dose-only effect; inactive = no such curve, though single readings can be large or run the other way; also: nearly all actives have a fitted effect of over 55% in size
* = called active by the depositor; ? = inconclusive; [ ] = remark or other dose. % is scaled to controls: 0 for no effect and ±100 for the full control effect; potency is read from the fitted curve at half-maximal effect.

SMILES | p53ts 39C tox
Cc1nc2ccccc2nc1OCc1cccc(Cl)c1 | -14%
O=C(CNC(=O)c1cccc(F)c1)OCC(=O)N1CCCCC1 | 3%
Cn1c(=O)n(C)c2cc([N+](=O)[O-])c(N3CCN(C(=O)c4cccc(Cl)c4)CC3)cc21 | 8%
O=c1c2ccccc2oc2nc(-c3ccco3)n(-c3ccccc3)c(=O)c12 | 0%
CCn1c(SCC(=O)Nc2ncc(C(F)(F)F)cc2Cl)nnc1-c1cccc(C)c1 | 3%
Cc1ccc(S(=O)(=O)NCCC(=O)Nc2ccc(C)cc2C(=O)c2ccccc2)cc1 | -14%
Cc1ccc(SCc2cc(=O)[nH]c(/N=C(\N)Nc3ccccc3Sc3ccccc3)n2)cc1 | 0%
Fc1ccc(CSc2ccc(-c3cccs3)nn2)cc1 | 11%
O=C1CN(C(=O)CSc2nnc3ccccn23)c2ccccc2N1 | -11%
COc1cccc(N2CC(C(=O)Nc3nnc(SCc4ccccn4)s3)CC2=O)c1 (configuration not stated) | 1%
COc1ccc(/C=C/c2nc(C)c(-c3ccccc3)c(=O)[nH]2)cc1OC | 1%
COc1cc(C(=O)OCCNC(=O)c2ccncc2)cc(OC)c1OC | -4%
N#CC1=C(N)Nc2nc3ccccc3n2C1c1ccc(F)cc1 (configuration not stated) | 9%
O=C(Nc1cccc([N+](=O)[O-])c1)c1ccncc1 | 17%
Cc1ccc(-c2nnc(NCc3ccccc3)c3ccccc23)cc1 | 11%
Cc1ccc(NC(=O)CSc2nnc(C)c(=O)n2N)c(C)c1 | -10%
COc1ccc(-c2cc(C(=O)OCC(=O)c3ccc(C)c([N+](=O)[O-])c3)c3ccccc3n2)cc1 | -15%
Cc1ccc2nc(-c3ccc(NC(=O)CN4C(=O)c5ccccc5C4=O)cc3)sc2c1 | -7%
COc1ccc(CC(C#N)(CO)c2nc3ccccc3[nH]2)cc1 (configuration not stated) | 4%
COCCN(CCOC)c1nc(N)c2c(N)nc3c(c2c1C#N)CC(=O)N3Cc1ccc(Cl)cc1 | -7%
CCCCCOc1ccc(/C=c2\sc3nc(=O)c(-c4ccccc4)nn3c2=O)cc1OC | 1%
Cc1nc(NC(=S)NC(=O)COc2ccc(Cl)cc2)ccc1Br | -7%
Cc1csc(NC(=O)/C=C/c2ccc(C)o2)n1 | -7%
Cc1ccc2nc(N3CC(=O)Nc4ccccc43)nc(-c3ccccc3)c2c1 | -8%
O=C(COC(=O)CSc1cccc2cccc(Cl)c12)Nc1ncc(C(F)(F)F)cc1Cl | 14%
O=C(N/C(=C/c1cccc(Br)c1)c1nc(=S)[nH][nH]1)c1ccccc1 | -17%
CSc1ncc(Cl)c(C(=O)Nc2cccc(C)c2)n1 | -6%
CSCCC(NC(=O)c1cc([N+](=O)[O-])cc([N+](=O)[O-])c1)c1nc2ccccc2[nH]1 (configuration not stated) | -4%
O=C(COc1ccc2oc(-c3ccccc3)cc(=O)c2c1)Nc1ccccc1 | 7%
CCOC(=O)c1[nH]c2ccc(Cl)cc2c1NC(=O)/C=C/c1ccc2c(c1)OCO2 | 14%
Cc1ccc(NC(=S)NC2CCCC2)cc1C | 5%
CCC(c1n[nH]c(=S)n1-c1ccccc1)N(C)C (configuration not stated) | 22%
COc1cc(/C=N/Nc2nc3c(c(=O)n(C)c(=O)n3C)n2Cc2ccccc2)ccc1OC(=O)c1ccco1 | -11%
Cc1ccc(N(CC(=O)NCCc2ccc(F)cc2)S(=O)(=O)c2ccc(Cl)c([N+](=O)[O-])c2)c(C)c1 | ?
COC(=O)c1ccc(N2C(=O)c3cc(N4CCOCC4)c([N+](=O)[O-])cc3C2=O)cc1 | -17%
Cc1c(C(=O)Nc2nc3ccccc3[nH]2)cccc1[N+](=O)[O-] | -12%
Cc1ccc2c(CC(=O)NC3CCCc4ccccc43)coc2c1 (configuration not stated) | 11%
Cc1cc(C)n(CC2CC(=O)N(c3ccc(C)c(Cl)c3)C2=O)n1 (configuration not stated) | -1%
CCCCCCC(=O)N/N=C/c1ccco1 | 0%
C/C(=N\NC(=O)CSc1nc(C)cc(C)n1)c1cccc([N+](=O)[O-])c1 | 21%
O=C(Nc1ncc(Cc2cccc(Cl)c2)s1)c1ccc([N+](=O)[O-])cc1 | -3%
O=C(N/N=C/c1ccco1)C1COc2ccccc2O1 (configuration not stated) | 16%
O=C(NCCC1=CCCCC1)c1ccc([N+](=O)[O-])cc1 | -18%
Cc1ccc(-c2csc(NC(=O)/C=C/c3cccs3)n2)cc1C | -13%
CC(=O)N1N=C(c2ccc(Br)cc2)OC1(C)CC(=O)Nc1ccccc1 (configuration not stated) | -8%
CCNc1ccc(S(=O)(=O)N(C)C)cc1NCC(=O)Nc1c(F)cccc1F | 4%
O=C(CSc1nc2ccccc2[nH]1)Nc1nc(-c2ccccc2)c(-c2ccccc2)o1 | -12%
Cc1cc(C)cc(C(=O)NC(=S)Nc2ccc(-c3cc4ccccc4oc3=O)cc2)c1 | 0%
O=C(Oc1coc(CSc2nnc(NC(=O)c3cccs3)s2)cc1=O)c1ccccc1 | 6%
COc1cccc(/C=C/C(=C2/C(=O)N(c3ccccc3)N=C2C)c2ccc(Br)cc2)c1OC | -11%
(cont.)
SMILES | p53ts 39C tox
COc1ccc(NC(=O)c2ccc(NCCCN3CCOCC3)c([N+](=O)[O-])c2)cc1 | 4%
N#Cc1ccc(N2Cc3ccccc3C2=NC(=O)c2cccs2)cc1 | -12%
Cc1ccc(C(=O)N/N=C/C2=Cc3ccccc3OC2C)cc1 (configuration not stated) | ?
CN(CCCCCNC(=O)/C=N/O)Cc1ccccc1 | 12%
CC(=O)c1cccc(NC(=O)CSC(=O)c2ccccc2)c1 | -6%
COc1ccccc1CNC(=S)NC1CCCC1 | -15%
CCOc1ccc(N/C=C/C(=O)c2ccccc2)c([N+](=O)[O-])c1 | 5.6µM*
O=C(CN1C(=O)S/C(=C/c2cc(Br)cs2)C1=O)N1CCOCC1 | 18%
CC(C)/C=N/NC(=O)c1cccc(N2CCCC2=O)c1 | -10%
COc1ccc(CCNC(=O)c2ccc(CNS(=O)(=O)c3cccc(Cl)c3)cc2)cc1OC | -24%
COc1ccc2c(c1)c(C(=O)N/N=C/c1ccc(OC)c(OC)c1)c(C)n2C | -9%
COCCCNC(=S)N1CCN(C(=O)c2ccco2)CC1 | 13%
CCN(CC)CCN1C(=O)C(=O)/C(=C(/O)c2ccc(F)cc2)C1c1cccnc1 (configuration not stated) | -2%
COCCNC(=O)/C(C#N)=C/c1cccc(NC(=O)c2ccccc2Cl)c1 | -14%
C(=C\c1nc(N2CCCC2)c2ccccc2n1)/c1ccccc1 | 32%[activator]
Cc1ccc(C(=O)N/C(=C\c2cccnc2)c2nc3ccccc3[nH]2)cc1 | 1%
CCn1c(CCCOc2ccc(Cl)cc2Cl)nnc1SCC(=O)Nc1cc(F)ccc1C | -26%
CCCCNC(=O)/C(C#N)=C/c1ccc2c(c1)OCCO2 | 15%
CCOC(=O)c1cnc2ccccc2c1Nc1ccc2c(c1)OCCO2 | -3%
O=C(CSc1nc(-c2ccc(Cl)cc2)cs1)Nc1cccc([N+](=O)[O-])c1 | -4%
CCCN(CCC)c1c([N+](=O)[O-])c(=O)oc2ccccc12 | -3%
C/C(=N\Nc1ccc(C(=O)O)cc1)c1nc2ccccc2n1C | 14%
Cc1ccc(C(=O)N2CCN(c3ccc([N+](=O)[O-])c(N4CCOCC4)c3)CC2)cc1 | 5%
CC1CCN(c2ccc([N+](=O)[O-])cn2)CC1 | 4%
CCCCC1N2CC3([N+](=O)[O-])CN1CC([N+](=O)[O-])(C2)C3(C)C (configuration not stated) | 17%
Cc1ccnc(SCC(=O)c2ccc([N+](=O)[O-])cc2)n1 | -13%
Cc1cc(=O)n2c3ccccc3n(CC(O)CN3CCC(C)CC3)c2c1C#N (configuration not stated) | 4%
CCN(c1ccccc1)S(=O)(=O)c1cccc(C(=O)OCc2nc3sc(C)c(C)c3c(=O)[nH]2)c1 | -3%
CC1CCC(C(C)C)C(OC(=O)Cn2c(-c3ccccc3)[n+](C)c3ccccc32)C1 (configuration not stated) | -7%
O=c1c2ccccc2nc(SCc2ccccc2F)n1C1CCCC1 | 7%
O=C(Nc1ccc2nc3ccccc3nc2c1)c1ccc(Br)cc1 | -8%
COc1ccc(C(NC(C)=O)c2c(O)ccc3ccccc23)cc1OC (configuration not stated) | -9%
Cc1nn(-c2ccccc2)c(N2CCCC2)c1/C=N/NC(=S)Nc1cc(C(F)(F)F)ccc1Cl | -4%
CCOC(=O)CCCNc1ccc([N+](=O)[O-])cc1[N+](=O)[O-] | 0%
C/C(=C\C(=O)c1ccccc1)Nc1ccc2c(c1)OCO2 | -2%
COCCCNCCOCCOc1ccc(C)cc1Br | -18%
CC(=O)c1ccc(Nc2c3c(c(C#N)c4nc5ccccc5n24)CCC3)cc1 | -6%
CCCCNC(=S)N(Cc1c(C)noc1C)c1ccccc1 | -10%
Cc1cc(C)nc(SCc2cc(=O)c(OC(=O)c3ccc(S(=O)(=O)N(C)C)cc3)co2)n1 | -6%
O=C(N/N=C\c1cccc([N+](=O)[O-])c1O)C1COc2ccccc2O1 (configuration not stated) | -2%
O=C(NC(=S)Nc1ccccc1N1CCOCC1)c1ccc(-c2cccc(Cl)c2)o1 | -2%
O=C(/C=C/c1cccc(Br)c1)NCC1CCCCC1 | 21%
CCn1cc(C(=O)O)c(=O)c2cc(F)c(N3CCN(S(=O)(=O)c4ccc(NC(C)=O)cc4)CC3)cc21 | 2%
CCC(=O)NC(=S)Nc1ccc(NC(=O)c2ccccc2[N+](=O)[O-])cc1 | -3%
COc1ccc(Cn2c(-c3ccccc3)nc3c(c(=O)c4ccccc4n3C)c2=O)cc1 | 2%
Cn1cc(/C=C(\C#N)C(=O)Nc2ncc(Cc3cccc(Cl)c3)s2)c2ccccc21 | 19%
CCC(C)NC(=O)c1[nH]c(C)c(C(=O)OC)c1C (configuration not stated) | -5%
Cc1nnc(SCC(=O)c2ccccc2)n1Cc1ccccc1 | 3%
COc1ccc(/C=N/NC(=O)COc2cccc3ccccc23)c(C(=O)O)c1OC | 15%
Cc1cnc(C(=O)Nc2nc(-c3ccccc3)cs2)cn1 | -2%
New compounds follow
SMILES | p53ts 39C tox
COc1ccc(C)cc1N(C(=O)c1ccccc1)c1nc2ccccc2s1 | 8%
O=[N+]([O-])c1cccc(-c2ccc(/C=N/n3c(-c4ccccc4)n[nH]c3=S)o2)c1 | 12%
Cc1ccc(Cl)cc1NC(=O)c1ccccc1OCC(=O)Nc1ccc(Cl)cc1 | 5%
Fc1ccccc1-c1nc(N2CCCCC2)c2ccccc2n1 | 13%
O=C(NC(=S)Nc1cc(C(F)(F)F)ccc1N1CCOCC1)c1sc2ccccc2c1Cl | 12%
COc1ccc(N2Cc3ccccc3C2=NC(=O)c2cccc([N+](=O)[O-])c2)cc1 | -27%
Cc1ccnc(N/N=C/c2ccccc2)n1 | ?
COc1ccc2nc(NC(=O)c3ccc(-c4cccc([N+](=O)[O-])c4)o3)sc2c1 | -13%
COc1ccc(C(NC(=O)/C=C/c2ccco2)c2ccc(OC)cc2)cc1 | -8%
Fc1ccc(-n2c(-c3cccs3)nc3nc4ccccc4nc32)cc1 | 6%
Cc1ccc(N2N=C(c3ccc(Br)cc3)CCC2=O)cc1 | 9%
CCCNC(=O)OCC12CC3CC(CC(C3)C1)C2 | -15%
O=C(c1ccccc1)c1ccc(OCC(O)CNC2CCCc3ccccc32)cc1 (configuration not stated) | -17%
CNS(=O)(=O)c1cccc2nsnc12 | 15%
CC(=O)Nc1ccccc1C(=O)C(=O)Nc1ccccc1 | -11%
Clc1ccc(N/N=C/c2cccnc2)cc1 | -16%
CC(C(=O)Nc1sc2c(c1C(=O)NCC1CCCO1)CCC2)N1C(=O)c2ccccc2C1=O (configuration not stated) | 23%
COc1cc(/C=C2\SC(N)=NC2=O)ccc1OCC(=O)Nc1ccc(C)cc1 | -5%
COc1ccc(NC(=O)c2ccc3nc(-c4ccccc4)c(-c4ccccc4)nc3c2)c(OC)c1 | 3%
NS(=O)(=O)c1ccc(NC(=S)NCc2ccccc2Cl)cc1 | 5%
Cc1ccc(OCC(=O)NC2CCCc3ccccc32)c(C)c1 (configuration not stated) | 11%
O=C(Nc1nnc(CSCc2ccc(Cl)cc2)s1)c1cccc([N+](=O)[O-])c1 | 4%
O=C(NCCc1ccccn1)c1cc(-c2ccccc2Cl)nc2ccccc12 | -7%

Some of the compounds tested (hit frequency here may not be typical).
